Bioassay records as filed in PubChem BioAssay.
LDHA block: LDHA (human) enzyme inhibition | 480,000 compounds, 0.15% hits | purified LDHA, NADH/diaphorase-resazurin fluorescence; hits give low values | activity change, % (values are at about 110 or 230 µM); in the data active means activity change below about -30%; inconclusive means mostly about -25% to -30%;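 further: plate controls were DMSO wells for no effect and wells without enzyme for full effect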
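LDH5 2 nM; NADH 0.06 mM, pyruvate 0.2 mM; 200 mM Tris pH 7.4, EDTA, Tween-20; 5 min RT. Detection: diaphorase 0.133 mg/mL + resazurin 37 µM, fluorescence ex540/em590 at 0 and 20 min; normalized to enzyme-free and DMSO wells.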
USP1-UAF1 inh: blocks the human USP1/UAF1 deubiquitinase complex; recombinant USP1/UAF1, Ub-Rhodamine cleavage fluorescence; AID 743255; Potency, µM (series often up to 57.1 µM), without a hit: at the top dose activity change, negative = inhibition, most hits filed as inhibitors; O94782; 390,000 compounds, 0.23% hits; further: potency means the concentration at half of the fitted maximal effect; on the % scale 0 is the no-effect control and ±100 the full control effect; nearly all actives have a fitted effect of over 60% in size; inactives centre near -12
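Step one: compound is pinned into 1nM USP1/UAF1 in HEPES pH 7.8 buffer with TCEP. Step two: 15 min room-temperature incubation. Step three: Ub-Rho (150nM final) starts cleavage, tracked by fluorescence over six one-minute reads.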
TrxR1 inh: blocks rat thioredoxin reductase 1 | Potency, µM (highest dose often 114 µM), without a hit: at the highest dose activity change, negative = inhibition, actives largely listed as inhibitors | O89049 | 390,000 compounds, 1% hits | recombinant rTrxR1, NADPH fluorescence consumption, selenite substrate | AID 588453; further: potency means the concentration at half of the fitted maximal effect; on the % scale 0 is the no-effect control and ±100 the full control effect; nearly all actives have a fitted effect of over 65% in size
Target sequence (O89049 whole entry, looked up): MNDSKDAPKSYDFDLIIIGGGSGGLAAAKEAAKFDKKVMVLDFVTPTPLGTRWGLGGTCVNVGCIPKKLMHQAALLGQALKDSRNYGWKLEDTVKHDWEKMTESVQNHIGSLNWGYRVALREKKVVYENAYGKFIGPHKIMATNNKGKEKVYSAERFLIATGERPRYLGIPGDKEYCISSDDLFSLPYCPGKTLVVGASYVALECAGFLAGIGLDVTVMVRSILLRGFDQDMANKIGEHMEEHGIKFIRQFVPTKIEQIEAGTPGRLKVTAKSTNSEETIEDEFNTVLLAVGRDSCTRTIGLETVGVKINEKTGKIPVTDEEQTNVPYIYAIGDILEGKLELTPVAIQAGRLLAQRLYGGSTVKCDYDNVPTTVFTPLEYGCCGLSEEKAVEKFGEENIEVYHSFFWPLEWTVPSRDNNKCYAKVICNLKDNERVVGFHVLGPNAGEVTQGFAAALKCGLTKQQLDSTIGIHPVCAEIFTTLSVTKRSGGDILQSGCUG
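Rat TrxR1 (90 nM in the dispensed reagent) was pre-reduced with 400 uM NADPH for 5 min at room temperature, then incubated with compound for 15 min. After 400 uM selenite was added, NADPH fluorescence (Ex 340/Em 450 nm) was followed for 8 min.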
IDH1 R132H inh: inhibitors of human mutant IDH1 R132H; O75874; Potency, µM (series often up to 76.6 µM), for inactives: top-dose activity change, negative = inhibition, usual class: inhibitors; IDH1-R132H enzyme, NADPH consumption, diaphorase/resazurin fluorescence; 390,000 compounds, 0.093% hits; AID 602179; further: potency means the concentration at half of the fitted maximal effect; on the % scale 0 is the no-effect control and ±100 the full control effect; nearly all actives have a fitted effect of over 65% in size
Target sequence (O75874 whole entry R132H, stated change not applied): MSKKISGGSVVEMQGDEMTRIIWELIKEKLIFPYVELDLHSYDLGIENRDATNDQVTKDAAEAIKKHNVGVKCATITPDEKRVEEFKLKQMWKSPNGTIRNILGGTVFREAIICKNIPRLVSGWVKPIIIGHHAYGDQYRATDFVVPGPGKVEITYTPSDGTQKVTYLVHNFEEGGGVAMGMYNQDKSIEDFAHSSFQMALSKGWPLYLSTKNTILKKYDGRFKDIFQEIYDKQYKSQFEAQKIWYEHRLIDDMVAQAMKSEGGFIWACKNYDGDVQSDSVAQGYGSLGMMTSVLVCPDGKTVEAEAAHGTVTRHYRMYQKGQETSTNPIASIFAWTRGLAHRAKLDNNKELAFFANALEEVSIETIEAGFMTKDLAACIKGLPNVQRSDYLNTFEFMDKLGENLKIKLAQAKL
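IDH1-R132H (0.5 ug/mL dispensed) in pH 7.5 Tris buffer was preincubated 30 min with compound, then given a substrate mix of 0.016 mM NADPH and 2 mM alpha-KG for 80 min at room temperature; remaining NADPH was read by diaphorase/resazurin fluorescence.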
Vif-A3F inh: blocks the Vif interaction with APOBEC3F | HeLa A3F-eYFP + Vif (tagged APOBEC3F with the HIV-1 protein that degrades it), YFP fluorescence increase | Potency, µM (doses to about 46.1 µM), without a hit: at the highest dose activity, negative = active | 390,000 compounds, 0.2% hits; further: potency means the concentration at half of the fitted maximal effect; % of control where 0% means no effect; nearly all actives have a fitted effect of over 65% in size
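HeLa cells stably expressing A3F-eYFP plus Vif, plated and incubated overnight at 37 deg C, then exposed to compounds overnight at 37 deg C. Blocked degradation read as raised yellow fluorescence (Ex 488/Em 500-530).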
GRP78 ERSR act: ER stress response induction in glioma. U87-MG GRP78 promoter luciferase reporter, 16 h. Potency, µM, for inactives: top-dose activation, usual class: activators. 420,000 compounds, 0.02% hits. AID 602332; further: potency means the concentration at half of the fitted maximal effect; series mostly up to about 76 µM; % of control where 0% means no effect; nearly all actives have a fitted effect of over 35% in size
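Stably transfected U87-MG human glioma cells carrying a GRP78-based luminescent sensor were seeded at 1000 cells/well, pin-dosed with compounds and incubated 16 h. Luciferase reagent was then added, and end-point luminescence was read after 10 min at room temperature.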
TrxR1 substrate: is turned over as a substrate by rat TrxR1; 390,000 compounds, 0.01% hits; O89049; Potency, µM (highest dose often 114 µM), without a hit: top-dose activity change, negative = substrate turnover; purified TrxR1 substrate turnover, NADPH consumption readout; further: potency means the concentration at half of the fitted maximal effect; on the % scale 0 is the no-effect control and ±100 the full control effect; nearly all actives have a fitted effect of over 50% in size
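Rat TrxR1, dispensed at 90 nM, was prereduced with 400 uM NADPH (final) for 5 min at ~22 deg C, then incubated with compound 15 min before 400 uM selenite. A first-read NADPH fluorescence drop versus no-compound background flagged substrates.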
Vif-APOBEC3G blk: Vif-A3G binding inhibition; Q9HC16; Potency, µM (doses to about 46.1 µM), inactives show top-dose activity, negative = active, actives largely listed as inhibitors; 410,000 compounds, 0.076% hits; AID 602310; HeLa A3G-eYFP + Vif (tagged APOBEC3G with the HIV-1 protein that degrades it), YFP fluorescence, overnight;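 further: potency means the concentration at half of the fitted maximal effect; on the % scale 0 is the no-effect control and ±100 the full control effect; nearly all actives have a fitted effect of over 60% in size; hits raise eYFP signal because A3G escapes Vif-driven loss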
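Read-out is eYFP fluorescence (Ex 488/Em 500-530) from Vif-expressing HeLa A3G-eYFP cells; more signal means A3G escaped Vif-mediated degradation. Cells plated overnight, compound pinned in, incubated overnight at 37 deg C.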
RGS4 inhibitor: blocks human RGS4-accelerated GTP hydrolysis; P49798; Transcreener GDP fluorescence polarization, RGS4-accelerated GTP hydrolysis; Potency, µM (highest dose often 114 µM), without a hit: top-dose activity change, negative = inhibition, actives largely listed as inhibitors; 390,000 compounds, 0.039% hits; AID 504845; further: potency means the concentration at half of the fitted maximal effect; on the % scale 0 is the no-effect control and ±100 the full control effect; nearly all actives have a fitted effect of over 75% in size; some results filed as inactive show a strong effect at the top dose
Target sequence (P49798 whole entry, looked up): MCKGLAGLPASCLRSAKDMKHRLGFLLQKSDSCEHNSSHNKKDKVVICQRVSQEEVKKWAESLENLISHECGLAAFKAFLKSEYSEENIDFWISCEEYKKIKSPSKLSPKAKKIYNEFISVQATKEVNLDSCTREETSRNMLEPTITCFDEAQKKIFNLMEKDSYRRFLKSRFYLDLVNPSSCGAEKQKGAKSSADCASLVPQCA
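MLSMR compounds (23 nl, pin-transferred) preincubated 10 min at room temperature with a 500nM (2x) first reagent, then RGS4 at 900nM (2x) plus Transcreener GDP mix added; fluorescence polarization (620/688 nm) read before and after 90 min at 30 °C.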
The depositor's hits bear a star; ? = inconclusive; · = not tested or not shown; & = joins results of further samples; [ ] = another dose, or the depositor's remark. Unless noted, the call rests on the fitted dose curve; in most records, active means well fitted curve in the direction sought with a large enough effect; inconclusive means small, poorly fitted or top-dose-only effect, or another doubt; inactive means no such curve, though single readings can be large; an effect the other way counts as inactive or inconclusive. The list is partial; rates above refer to the full screens.

SMILES	LDHA block	USP1-UAF1 inh	TrxR1 inh	IDH1 R132H inh	Vif-A3F inh	GRP78 ERSR act	TrxR1 substrate	Vif-APOBEC3G blk	RGS4 inhibitor
Cc1nn(-c2ccccc2)c(C)c1NC(=O)COC(=O)c1ccc(Cl)c(S(N)(=O)=O)c1	-8	-7%	3%	10%	-2%	-3%	-1%	0%	-11%
CCn1ccnc1CNC(=O)c1ccc2oc(CCCc3ccccc3)nc2c1	-1	-21%	-4%	6%	1%	7%	-7%	0%	-2%
O=C(Cn1cnc2ccccc21)Nc1ccc(F)c(F)c1	2	4%	29%	3%	3%	4%	1%	0%	27%
O=C(NCc1ccccc1)c1ccc(S(=O)(=O)N2CCCc3ccccc32)cc1	-7	-8%	4%	6%	-1%	-2%	-9%	-1%	12%
O=C(CCc1ccccc1)NCc1ccccn1	2	1%	?	11%	-7%	0%	8%	0%	10%
CCCCN(CCCC)Cc1ccc(C(=O)NNC(=O)Nc2ccc(F)cc2)o1	7	-14%	8%	2%	9%	3%	7%	-2%	-6%
CCO/C(C)=N/n1c2nc3ccccc3nc2c2c(=O)n(Cc3ccccc3Cl)c(C)nc21	-7	-35%	-2%	6%	5%	0%	14%[57.1 µM]	-16%	-11%[11.4 µM]
CCCCN(Cc1ccccc1)S(=O)(=O)c1cc2c(cc1Br)CC(C)N2C(C)=O (stereo unspecified)	0	-21%	-3%	2%	5%	-5%	-7%	1%	8%
CCOC(=O)C1=C(CC)NC2=C(C(=O)CCC2)C1c1ccc(OC)c(OC)c1 (stereo unspecified)	-4	-14%	4%	-2%	·	-4%	5%	-1%	-18%
CCOC(=O)c1cnc(SCC)[nH]c1=O	-6	0%	16%[57.1 µM]	10%	2%	-1%	11%[57.1 µM]	0%	25%
CCN(C(=O)C(C)OC(=O)CCCNC(=O)c1ccc(Cl)cc1)c1ccccc1 (stereo unspecified)	-3	-20%	1%	3%	-14%	-4%	-2%	6%	3%
COc1ccc([C@@H]2[C@@H]3C(=O)N(C(C)(C)C)C(=O)[C@@H]3[C@]3(Cc4ccccc4)C(=O)N(c4cccc(C)c4)C(=O)N23)cc1	-8	-23%	38%	17%	-4%	-1%	6%	-2%	-7%
CC1(C)Cc2c(cnn2-c2ccc(F)cc2)C(NC(=O)c2ccc(=O)oc2)C1 (stereo unspecified)	-4	-11%	1%	0%	?	2%	-6%	-3%	29%
COc1ccccc1-c1nnc(SCC(=O)O)n1-c1ccc(C)cc1	-6	-11%	17%	-6%	-2%	-3%	5%[57.1 µM]	1%	2%
ONC(=Nc1ccc(Cl)cc1)c1ccccc1Cl	-2	-19%	-5%	0%	-4%	-2%	-3%	2%	6%

Taken from the results shown, 2 compounds:
SMILES	LDHA block	USP1-UAF1 inh	TrxR1 inh	IDH1 R132H inh	Vif-A3F inh	GRP78 ERSR act	TrxR1 substrate	Vif-APOBEC3G blk	RGS4 inhibitor
Cc1nn(-c2ccccc2)c(C)c1NC(=O)COC(=O)c1ccc(Cl)c(S(N)(=O)=O)c1	-8	-7%	3%	10%	-2%	-3%	-1%	0%	-11%
CCn1ccnc1CNC(=O)c1ccc2oc(CCCc3ccccc3)nc2c1	-1	-21%	-4%	6%	1%	7%	-7%	0%	-2%

More results
SMILES	LDHA block	USP1-UAF1 inh	TrxR1 inh	IDH1 R132H inh	Vif-A3F inh	GRP78 ERSR act	TrxR1 substrate	Vif-APOBEC3G blk	RGS4 inhibitor
Cc1ccc(C)c(OCCn2cc(C(=O)c3ccco3)c3ccccc32)c1	-1	-11%	9%	0%	-6%	0%	-1%	3%	-3%
COc1cc(/C=N/O)ccc1OCc1ccccc1Cl	-2	-20%	28%	8%	0%	0%	4%	-5%	-3%
COc1ccc(Cl)cc1NC(=O)C(C)OC(=O)c1ccc(NS(=O)(=O)c2ccc3[nH]c(=O)[nH]c3c2)cc1 (stereo unspecified)	-4	-13%	7%	-24%	8%	-3%	-5%	-15%	-16%
O=[N+]([O-])c1ccc2nc(-c3ccc(Cl)cc3)n(OCc3ccccc3)c2c1	9	-7%	-12%	8%	5%	1%	-3%	1%	-8%
O=C(Cn1cnc2c(nnn2Cc2ccc(Cl)cc2)c1=O)NCc1ccco1	-4	-2%	-17%	4%	-7%	-3%	11%	-28%	9%
COc1ccc(-c2cc(C(F)(F)F)n3nc(C(=O)NCC45CC6CC(CC(C6)C4)C5)cc3n2)cc1OC	4	-8%	0%	1%	2%	-1%	7%	4%	20%
Brc1cccc(-c2nnc3sc(CNCc4ccco4)cn23)c1	-7	-5%	-12%	1%	-3%	-1%	0%	3%	-16%
CC1CCN(C(=O)CCc2nnc3ccc(N4CCC5(CC4)OCCO5)nn23)CC1	-5	-7%	24%	0%	0%	-3%	4%	1%	17%[11.4 µM]
CCOc1ccc(NC(=O)N2CCC(n3c(C)nc4cccnc43)CC2)cc1	0	-26%	-1%[57.1 µM]	-2%	-9%	0%	-6%[57.1 µM]	0%	1%
CCCCCCCCCC(=O)N[C@@H]1c2cc(OC)c(OC)cc2C[C@H]1OCc1ccccc1	-3	-16%	10%	-10%	-4%	1%	-3%	-8%	3%
CSc1ccccc1NC(=O)CSc1cccc[n+]1[O-]	-5	4%	15%[57.1 µM]	9%	?	-2%	10%[57.1 µM]	-1%	7%
O=C(CSc1ccccc1F)OCC(=O)N1CCN(C(=O)c2ccco2)CC1	-9	-3%	13%[57.1 µM]	0%	-10%	0%	15%[57.1 µM]	3%	10%
CCOC(=O)N1CCN(C(=O)c2c(-c3c(Cl)cccc3Cl)noc2C)CC1	-2	-21%	7%[57.1 µM]	0%	-5%	-4%	0%[57.1 µM]	-2%	-5%
COc1cc2c(cc1OC)C(C)N(C(=O)c1cc3c(=O)oc4ccc(C)cc4c3s1)CC2 (stereo unspecified)	-2	-23%	79µM*	-4%	1%	-8%	25%	3%	15%
CC1Oc2ccccc2N(CC(=O)NC2CCCCC2)C1=O (stereo unspecified)	0	-3%	3%	-7%	-20%	1%	-1%	-6%	12%
CCN1CCN(c2nc3ccccc3nc2C(C#N)C(=O)OC2CCCCC2)CC1 (stereo unspecified)	-4	-7%	8%	-2%	0%	-4%	-3%	5%	24%
CCn1cnc2c1c(=O)[nH]c(=O)n2Cc1ccccc1	5&2	0%	4%[57.1 µM]	4%	14%	7%	11%[57.1 µM]	1%	6%
O=C(Nc1nc(-c2ccc(S(=O)(=O)N3CCOCC3)cc2)cs1)c1ccccc1	-4&6	-2%&-18%	8%&23%[57.1 µM]	5%&3%	-8%&11%	-6%&-5%	8%&-7%[57.1 µM]	1%&-1%	13%&-40%
C=CCn1c(=NC(=O)c2ccco2)sc2cc(C(=O)OC)ccc21	-7	-5%	-1%	-3%	-8%	3%	21%	-3%	-2%
CC(CC(=O)Nc1ccc(Cl)c(S(=O)(=O)N2CCOCC2)c1)c1ccccc1 (stereo unspecified)	1	-16%	18%	12%	-10%	-4%	2%	0%	-26%
Cc1cc(C)n2nc(C(=O)Nc3nccs3)nc2n1	4	-6%	-8%	0%	1%	-3%	-2%	-1%	10%
O=C(CSc1ncccn1)NCc1cccs1	-13	-17%	7%[57.1 µM]	0%	9%	0%	4%[57.1 µM]	0%	8%
CCN(CC)C(=O)CSc1nc2ccccc2c(=O)n1OC(C)C	3	7%	3%	-3%	-16%	-1%	-3%	-1%	6%
O=C(Cn1cc(COc2ccc(Br)cc2[N+](=O)[O-])nn1)c1ccc(O)cc1	8	-23%	-14%	-10%	4%	-1%	-4%	-12%	?
CCN(CC(=O)Nc1c(Cl)cccc1Cl)C(=O)C1CCN(c2ncnc3sc(C)c(C)c23)CC1	-6	-12%	0%	1%	-4%	-2%	3%	1%	-7%
CCOC(=O)c1ccccc1NC(=O)Cn1ncc2c([nH]c3ccccc32)c1=O	-6	-6%	11%	3%	1%	-2%	4%	-7%	-19%
CN(Cc1ccccc1)c1nc2c(c(=O)n(C)c(=O)n2C)n1CCCc1ccccc1	-7	-11%	8%[57.1 µM]	-1%	-7%	-8%	13%[57.1 µM]	4%	-20%
CC(C)c1ccc(NC(=O)CSc2nc(=O)[nH]c3c2CCCC3)cc1	-9	-1%	10%	3%	7%	-4%	-5%	-1%	1%
CS(=O)(=O)N1CCc2cc(C(=O)N3CCN(c4ccccc4F)CC3)ccc21	0&-6	-18%&-15%	24%&10%	5%&14%	-2%&5%	-2%&-2%	7%&-1%	-3%&2%	11%&10%
CCOC(=O)CC/C(C)=N\N=C1\SC(CC(=O)O)C(=O)N1c1ccccc1 (stereo unspecified)	-5	-16%	15%	6%	7%	4%	4%	-3%	-13%
Cc1c(NC(=O)CN2C(=O)NC3(CCCCC3)C2=O)c(=O)n(-c2ccccc2)n1C	-5	-7%	28%[57.1 µM]	6%	-9%	-3%	-12%[57.1 µM]	-1%	-28%
COc1ccc(CCNC(=O)C2COc3ccccc3C2)cc1OC (stereo unspecified)	-2	20%	4%[57.1 µM]	1%	1%	-5%	-5%[57.1 µM]	-8%	4%
C=C(C)CN1C(=O)C(O)(CC(=O)c2ccc3c(c2)OCCO3)c2ccccc21 (stereo unspecified)	-4	-16%	4%	8%	-9%	-4%	-5%	-4%	-11%
